Assay outcomes as filed in PubChem.
p53 reactivator = mutant p53 re-activation in reporter cells. H1299 p53-A138V BP100-luciferase reporter, luminescence, 24 h. Potency, µM (titrated, usually from 92.2 µM), inactives show top-dose activity change, positive = activation, actives largely listed as activators. 0.063% of 320,000 active. AID 504706; further: potency means the concentration at half of the fitted maximal effect; % of control where 0% means no effect; nearly all actives have a fitted effect of over 45% in size
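p53-null H1299 cells stably carrying temperature-sensitive p53-A138V and a BP100-luciferase reporter were pinned with compounds (4-point, 1:5 series) and held 24 hrs at 37 deg C. Luminescence was read 10 min after detection reagent.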
FLuc modulator = inhibits or activates purified firefly luciferase, miR-21 counter-screen. purified FLuc, Km substrates, luminescence inhibition. Potency, µM (series often up to 57.5 µM), inactives show top-dose activity change, negative = inhibition, actives largely listed as inhibitors. 6.9% of 360,000 active;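 further: potency means the concentration at half of the fitted maximal effect; plate controls were vehicle for no effect and reference inhibitor for full effect; nearly all actives have a fitted effect of over 55% in size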
Target sequence (P08659 whole entry, looked up): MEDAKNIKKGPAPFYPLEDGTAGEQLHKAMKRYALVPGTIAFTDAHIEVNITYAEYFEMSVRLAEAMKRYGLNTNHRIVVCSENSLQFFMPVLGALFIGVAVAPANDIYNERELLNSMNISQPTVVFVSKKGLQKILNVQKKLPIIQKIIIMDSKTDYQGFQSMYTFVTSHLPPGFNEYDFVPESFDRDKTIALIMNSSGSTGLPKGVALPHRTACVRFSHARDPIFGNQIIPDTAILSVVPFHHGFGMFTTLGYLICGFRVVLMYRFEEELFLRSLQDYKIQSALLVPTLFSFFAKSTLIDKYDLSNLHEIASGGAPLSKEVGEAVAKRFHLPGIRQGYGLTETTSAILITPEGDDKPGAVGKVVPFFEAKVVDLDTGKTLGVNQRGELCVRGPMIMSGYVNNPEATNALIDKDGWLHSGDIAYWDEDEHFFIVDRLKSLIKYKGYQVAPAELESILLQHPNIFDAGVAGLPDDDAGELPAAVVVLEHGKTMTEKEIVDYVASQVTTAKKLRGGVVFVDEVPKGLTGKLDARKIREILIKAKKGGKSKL
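Biochemical qHTS of compounds, final roughly 60 µM downward over six points, against 10 nM purified firefly luciferase using Km concentrations of substrates (10 uM D-luciferin, 10 uM ATP) in Tris acetate pH 7.5 buffer; luminescence output.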
PKM2 activator = increases activity of human pyruvate kinase M2; P14618; purified PKM2, Kinase-Glo ATP luminescence, activation; response scale: 0% is enzyme alone, no compound; Potency, µM (series often up to 57.5 µM), for the others: at the top dose activation, actives largely listed as activators; 0.34% of 260,000 active; AID 1631; further: potency means the concentration at half of the fitted maximal effect; on the % scale 0 is the no-effect control and ±100 the full control effect; nearly all actives have a fitted effect of over 55% in size
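Kinase-Glo luminescence reports ATP generated from ADP (0.1 mM) and PEP (0.5 mM) by purified hPK-M2 after 1 h at room temperature, pH 7.2 imidazole buffer; intermediate enzyme activity allows detecting inhibitors and activators.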
Rab9 prom act = activators of Rab9 promoter | Huh7 Rab9 promoter-luciferase reporter, luminescence, 24 h | Potency, µM (series often up to 9.22 µM), inactives show at the highest dose activation, negative = inhibition, usual class: activators | 2.8% of 320,000 active | AID 485297; further: potency means the concentration at half of the fitted maximal effect; % of control where 0% means no effect; nearly all actives have a fitted effect of over 60% in size
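Luminescence read-out: Huh7 cells stably expressing Rab9-luciferase, treated 24 h with compound at 37 °C, then lysed with luciferase reagent for 10 min at ambient before reading.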
ELG1 genotox = inducers of genotoxicity in HEK293T ELG1-luciferase cells; HEK293T ELG1-luciferase reporter, luminescence, 16 h; 1.3% of 330,000 active; Potency, µM (doses to about 46 µM), for the others: at the highest dose activity change, positive = activation, usual class: activators; further: potency means the concentration at half of the fitted maximal effect; % of control where 0% means no effect; nearly all actives have a fitted effect of over 60% in size
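Quantitative HTS format in 1536-well plates. HEK293T ELG1-luciferase reporter cells receive test compound and are incubated 16 hr at 37 °C, 5% CO2; ONE-Glo added, 30 min room temperature, then luminescence read.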
Menin MLL FP TR = menin-MLL binding inhibition, Texas Red mutant peptide | AID 1768 | Menin + Texas Red MLL mutant peptide, fluorescence polarization | O00255 | 0.23% of 270,000 active | Potency, µM (doses to about 61.6 µM), for the others: top-dose FP activity change, negative = inhibition, most hits filed as inhibitors; active means well fitted inhibition curve with a large enough effect in the polarisation, with a control signal flat, not every such curve was filed as active; inconclusive means small, poorly fitted or top-dose-only effect, or effect the other way, or a change in a side signal; inactive means no such curve, though single readings can be large or run the other way; the % refers to the polarisation; further: potency means the concentration at half of the fitted maximal effect; % of control where 0% means no effect; many of its hits are not listed in these tables
RORgamma inh = ROR gamma (mouse) transcription inhibition; P51450; Drosophila S2 Gal4-RORgamma UAS-luciferase reporter, 20 h; Potency, µM (series often up to 53.6 µM), for inactives: at the highest dose activity change, negative = inhibition, usual class: inhibitors; 5.4% of 310,000 active; AID 2551; further: potency means the concentration at half of the fitted maximal effect; on the % scale 0 is the no-effect control and ±100 the full control effect; nearly all actives have a fitted effect of over 60% in size
Target sequence (P51450 whole entry, looked up, the tested form may be a part): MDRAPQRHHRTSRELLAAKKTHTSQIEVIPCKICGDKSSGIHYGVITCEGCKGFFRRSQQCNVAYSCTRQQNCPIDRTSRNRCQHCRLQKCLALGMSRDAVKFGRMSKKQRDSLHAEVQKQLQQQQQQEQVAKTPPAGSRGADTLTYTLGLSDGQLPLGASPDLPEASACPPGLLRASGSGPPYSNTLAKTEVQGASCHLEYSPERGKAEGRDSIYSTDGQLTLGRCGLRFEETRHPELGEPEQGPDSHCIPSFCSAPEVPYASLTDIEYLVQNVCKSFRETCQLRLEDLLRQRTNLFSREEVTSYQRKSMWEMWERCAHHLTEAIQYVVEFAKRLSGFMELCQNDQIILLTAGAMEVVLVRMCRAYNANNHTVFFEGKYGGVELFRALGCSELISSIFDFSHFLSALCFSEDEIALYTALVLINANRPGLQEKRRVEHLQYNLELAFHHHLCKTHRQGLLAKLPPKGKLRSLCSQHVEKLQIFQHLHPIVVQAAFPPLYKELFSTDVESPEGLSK
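A Gal4/UAS one-hybrid system in insect cells: metallothionein-promoter Gal4–ROR gamma fusion plus Photinus luciferase reporter. Copper sulfate 700 uM final, 20 hr ambient incubation, luminescent detection after 10 min with reagent.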
Giardia killer = kills Giardia lamblia; 0.15% of 340,000 active; Giardia lamblia trophozoite viability; activity change, % at 7.66 µM, hits read low; AID 540267; in the data active means activity change below about -80%; inconclusive means between about -30% and that limit;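 further: parasites exposed to compound for two days anaerobically before the ATP read; on the % scale 0 is the no-effect control and ±100 the full control effect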
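Trophozoites 100 cells/well + cpd; 48 hrs, 37 deg C, anaerobic. ATPLite 1-Step added, 15-30 min RT, luminescence read (ATP-based viability).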
Gal4-VP16 FLuc = inhibits Gal4-VP16 luciferase reporter, ROR gamma counter-screen | Drosophila S2 Gal4-VP16 UAS-luciferase, luminescence, 20 h | Potency, µM (highest dose often 53.6 µM), without a hit: top-dose activity, negative = inhibition, usual class: inhibitors | 3.5% of 310,000 active;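 further: Gal4-VP16 expression switched on by copper sulfate through the metallothionein promoter; potency means the concentration at half of the fitted maximal effect; on the % scale 0 is the no-effect control and ±100 the full control effect; nearly all actives have a fitted effect of over 50% in size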
NPC1 prom act = activators of NPC1 promoter; Huh7 NPC1 promoter luciferase reporter, 24 h; Potency, µM (titrated, usually from 9.22 µM), for the others: top-dose activation, hits mostly activators; 2.4% of 320,000 active; AID 485313;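 further: potency means the concentration at half of the fitted maximal effect; % of control where 0% means no effect; nearly all actives have a fitted effect of over 60% in size; reporter is driven by a mutant NPC1 promoter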
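Compounds in DMSO were transferred onto Huh7 NPC1-luciferase reporter cells pre-incubated 2 h; after 24 h at 37 °C, Amplite reagent was dispensed and luminescence recorded 10 min later.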
BRCA1 expr act = BRCA1 expression activation; MCF7-BRCA1-FFLuc reporter, luminescence, 48 h; response scale: scaled: vehicle 0%, 10 µM genistein 100%; Potency, µM (highest dose often 46.1 µM), for the others: top-dose activation, hits mostly activators; 1.1% of 380,000 active; further: potency means the concentration at half of the fitted maximal effect; nearly all actives have a fitted effect of over 80% in size; some results filed as inactive show a strong effect at the top dose
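First, MCF7-BRCA1-FFLuc cells (2000/well) attach for 2 h; next, compounds are pin-added and incubated 48 h at 37 °C; finally, luciferase reagent is added and luminescence read after 15 min.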
Active calls of the source: *; ? = inconclusive; . = no result given; [ ] = dose if it differs, or a comment. Unless noted, the call rests on the fitted dose curve; in most records, active means well fitted curve in the direction sought with a large enough effect; inconclusive means small, poorly fitted or top-dose-only effect, or another doubt; inactive means no such curve, though single readings can be large; an effect the other way counts as inactive or inconclusive. Only part of the results is shown. The share of hits here may be higher or lower than overall.

1	CC(=O)Nc1ccc(NC(=O)c2ccc3c(c2)C(=O)N(c2ccccc2C)C3=O)cc1
2	COC(=O)[C@@H](NC(=O)Nc1cccc(Br)c1)C(C)C
3	CC(=O)Nc1ccc(NC(=O)Cn2nc([N+](=O)[O-])c(Br)c2C)cc1
4	COc1ccc(C=O)cc1CSc1ccccn1
5	Cc1c(C)[n+](=O)c(-c2ccco2)c(C)n1[O-]
6	CCN(CC(=O)Nc1c(F)cccc1F)C(=O)c1ccc(N2CCCC2)c([N+](=O)[O-])c1
7	O=S(=O)(c1cccc2c(S(=O)(=O)N3CCCC3)cccc12)N1CCCC1
8	O=C(c1ccc2c(c1)OCCO2)C1CCN(S(=O)(=O)c2cccc(F)c2)CC1

Assay by compound,1,2,3,4,5,6,7,8
p53 reactivator,1%,-4%,1%,-2%,8%,2%,22%,5%
FLuc modulator,-1%,-2%,-2%,-8%,5%,1%,-20%,10%
PKM2 activator,.,1%,.,-10%,8%,.,2%,-2%
Rab9 prom act,-1%,-2%,-1%,1%,4%,0%,-1%,-4%
ELG1 genotox,2%,2%,0%,5%,-1%,-1%,-7%,2%
Menin MLL FP TR,?,3%,3%,.,1%,.,6%,-1%
RORgamma inh,-24%,9%[10 µM],21%,-3%,-5%,.,?,-14%
Giardia killer,-1,-18,-21,17,-2,-19,3,2
Gal4-VP16 FLuc,-7%,3%,-13%,4%,-3%,.,-7%,0%
NPC1 prom act,-6%,-2%,-5%,0%,-4%,10%,-2%,-2%
BRCA1 expr act,0%,0%,-15%,-15%,6%,-17%,-3%,-15%

9	CC(=O)C(=Nc1ccc(Cl)cc1Cl)NNc1cccc(Cl)c1
10	CC1CCCCN1C(=O)c1ccc(OC2CCN(S(=O)(=O)N(C)C)CC2)cc1 (configuration not stated)
11	CCn1c(SCC(=O)Nc2nccs2)nnc1-c1cccnc1
12	COc1c(C)cc(Br)cc1C(=O)Nc1cccc(NC(=O)c2ccco2)c1
13	COC(=O)c1c(NC(=O)c2ccc(N(C)S(=O)(=O)c3ccc(C)cc3)cc2)sc2c1CCCC2
14	COCc1cc(C)nc(Sc2nc3c(c(=O)n(C)c(=O)n3C)n2C)c1C#N
15	C=CCOC(=O)C1=C(C)Nc2nnnn2C1c1cccc(OC)c1OC (configuration not stated)
16	CCOC(=O)C1(C)NC(c2ccc(OC)cc2OC)C2C(=O)N(c3cccc(OC)c3)C(=O)C21 (configuration not stated)

Assay by compound,9,10,11,12,13,14,15,16
p53 reactivator,2%,4%,22%,-3%,-3%,-2%,-3%,0%
FLuc modulator,4%,?,3%,-17%,3%,-2%,6%,14%
PKM2 activator,12%,-8%,-3%,-4%,-2%,.,3%,2%
Rab9 prom act,-1%,-4%,22%,-8%,0%,1%,1%,1%
ELG1 genotox,-2%,-2%,6%,-28%,2%,-2%,2%,0%
Menin MLL FP TR,?,?,.,30%,5%,-10%,14%,11%[11.7 µM]
RORgamma inh,?,?,8%,?,2%,30%,3%,18%
Giardia killer,-13,4,5,-29,-4,8,-17,15
Gal4-VP16 FLuc,4%,-2%,-18%,-16%,4%,-13%,2%,1%
NPC1 prom act,1%,-7%,-2%,-6%,-4%,4%,-3%,-5%
BRCA1 expr act,-43%,16%,-13%,-55%,-32%,9%,-19%,-1%

17	CN(C(=O)c1cccc(NC(=O)Cc2ccccc2)c1)c1ccccc1
18	Cc1cc(C)c(S(=O)(=O)N2CCCCC2CCNC(=O)C(=O)NCC2CCCO2)c(C)c1 (configuration not stated)
19	O=C1C2C3C=CC(C2C(=O)N1c1ccc(O)cc1)C1C2C(=O)N(c4ccc(O)cc4)C(=O)C2C31 (configuration not stated)
20	CN1CCN(C(=O)/C(=C\c2cccnc2)NC(=O)c2cccc(Br)c2)CC1
21	CC(NC(=O)Nc1ncccn1)(C(F)(F)F)C(F)(F)F
22	Cc1ccc(C(=O)N/N=C\c2cccn2C)cn1
23	Cc1cc(C)c2c(=O)[nH]c(SCc3ccccc3)nc2n1
24	C=C(C)CN(CC)C(=O)CN1C(=O)NC2(CCCc3ccccc32)C1=O (configuration not stated)

Assay by compound,17,18,19,20,21,22,23,24
p53 reactivator,2%,-3%,-1%,8%,2%,?,-5%,2%
FLuc modulator,-3%,8%,5%,-1%,8%[2.3 µM],-19%,?,-3%
PKM2 activator,-3%,.,3%,.,-5%,1%,5%,-8%
Rab9 prom act,7%,-3%,1%,-3%,9%,17%,-6%,5%
ELG1 genotox,-7%,-2%,-3%,2%,1%,3%,0%,10%
Menin MLL FP TR,-1%,.,.,.,0%,-18%,2%,.
RORgamma inh,?,.,-5%,-2%,-7%,11µM*,19%,-5%
Giardia killer,-25,-8,0,?,-10,8,6,13
Gal4-VP16 FLuc,2%,.,1%,-8%,-7%,?,3%,-10%
NPC1 prom act,2%,1%,-3%,-8%,-1%,3%,-3%,-3%
BRCA1 expr act,0%,-34%,5%,-14%,-10%,60%,-49%,-6%

25	Cc1ccnc(NC(=O)CCC(=O)N(CC(=O)NCc2ccccc2)Cc2cccs2)c1
26	CCCn1c(SCC(=O)N2CC(=O)Nc3ccccc32)nc2ccccc21
27	O=C(NC1CC1)C1CCCN(C(=O)NC2CCCCC2)C1 (configuration not stated)
28	[N-]=[N+]=NC[C@H](Cc1ccccc1)N1CCN(Cc2ccccc2)CCC1=O
29	CCn1cc(C(=O)N(C)c2ccc(OC)cc2OC)c2cc(OC)c(OC)cc2c1=O
30	Cc1onc(-c2ccccc2)c1-c1nnc(COC(=O)c2ccc(O)cc2)o1
31	O=C(CCCn1cc([N+](=O)[O-])cn1)NC1CCCCCC1
32	CCc1ccc(-c2nn(-c3cc(Cl)ccc3[N+](=O)[O-])c(=O)c3ccccc23)cc1

Assay by compound,25,26,27,28,29,30,31,32
p53 reactivator,1%,-22%,1%,10%,1%,-2%,1%,0%
FLuc modulator,-4%,5%,-1%,2%,2%,0%,1%,-1%
PKM2 activator,-11%,4%,7%,1%,.,.,-2%,-3%
Rab9 prom act,-2%,-2%,-12%,0%,-9%,-3%,1%,0%
ELG1 genotox,0%,0%,-11%,-2%,0%,-8%,0%,-3%
Menin MLL FP TR,-17%,-9%,8%,-13%,-22%,.,15%,19%
RORgamma inh,13%,-30%,-2%,-12%,0%,.,-5%,-1%
Giardia killer,14,-8,-10,1,-3,17,10,4
Gal4-VP16 FLuc,8%,1%,5%[10 µM],-6%,4%,.,-11%,-2%
NPC1 prom act,2%,-7%,-3%,1%,-5%,-2%,-2%,-6%
BRCA1 expr act,-29%,-22%,-7%,7%,-30%,2%,-1%,-1%

Given in markdown: entries from further up.
| item | canonical_smiles | p53 reactivator | FLuc modulator | PKM2 activator | Rab9 prom act | ELG1 genotox | Menin MLL FP TR | RORgamma inh | Giardia killer | Gal4-VP16 FLuc | NPC1 prom act | BRCA1 expr act |
| --- | --- | --- | --- | --- | --- | --- | --- | --- | --- | --- | --- | --- |
| 25 | Cc1ccnc(NC(=O)CCC(=O)N(CC(=O)NCc2ccccc2)Cc2cccs2)c1 | 1% | -4% | -11% | -2% | 0% | -17% | 13% | 14 | 8% | 2% | -29% |
| 26 | CCCn1c(SCC(=O)N2CC(=O)Nc3ccccc32)nc2ccccc21 | -22% | 5% | 4% | -2% | 0% | -9% | -30% | -8 | 1% | -7% | -22% |

Next section:
33	COc1ccc(CCNC(=O)c2ccc3c(=O)n4c(nc3c2)CCC4)cc1OC
34	CN(Cc1ccon1)C(=O)CC1C(=O)NCCN1Cc1ccccc1C(F)(F)F (configuration not stated)
35	N#C/C(=C\c1ccc(OC(=O)c2ccc(Br)s2)cc1)c1nc2ccccc2[nH]1
36	CC1CCCN(S(=O)(=O)c2coc(C(N)=O)c2)C1 (configuration not stated)
37	CS(=O)(=O)Cc1ccc(C(=O)N2CCCC2c2cccs2)cc1 (configuration not stated)

Assay by compound,33,34,35,36,37
p53 reactivator,-4%,8%,14%,-2%,2%
FLuc modulator,2%,2%,-4%,-2%,-4%
PKM2 activator,.,1%,-9%,6%,2%
Rab9 prom act,-4%,-5%,?,2%,-6%
ELG1 genotox,-1%,0%,18%,1%,-6%
Menin MLL FP TR,.,-18%,-6%,11%,-9%
RORgamma inh,.,-25%,-18%,-24%,-4%
Giardia killer,-23,-2,4,6,9
Gal4-VP16 FLuc,.,0%,?,-16%,1%
NPC1 prom act,0%,-1%,?,0%,26%
BRCA1 expr act,-7%,5%,58%,8%,0%
